ATXN viability – Viability Counterscreen for Primary qHTS for Inhibitors of ATXN expression; S2 cells (HEK-293 line with an ATXN2-luciferase reporter) viability, CellTiter-Fluor protease fluorescence, 24 h; Potency, µM (series often up to 56.7 µM), actives largely listed as cytotoxic; 400,000 tested, 0.49% active; note: potency is the fitted concentration of half-maximal effect; nearly all actives have a fitted effect of over 40% in size
Nrf2 inh – Nrf2 qHTS screen for inhibitors; A549 ARE-Fluc reporter, luciferase luminescence, 18-24 h; Potency, µM (series often up to 46 µM), for the others: at the highest dose activity change, negative = inhibition, usual class: inhibitors; 360,000 tested, 2.1% active; note: potency is the fitted concentration of half-maximal effect; % is set by controls: 0 for no effect and ±100 for the full control effect; nearly all actives have a fitted effect of over 60% in size
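A549 ARE_Fluc cells, 5000/well, 5% FBS OPTI-MEM; compounds in dose-response, 18-24 h at 37 °C/5% CO2; CellTiter-Fluor viability read (Ex 405/Em 525), then BugLite luciferase luminescence = Nrf2 activity.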
A549 viability – Nrf2 qHTS screen for inhibitors: counterscreen for cytotoxicity | 390,000 tested, 0.16% active | A549 ARE-Fluc cells, CellTiter-Fluor viability, 18-24 h | AID 504648, 2011 | Potency, µM (titrated, usually from 46 µM), for the others: top-dose activity change, negative = cytotoxicity, usual class: inhibitors; note: potency is the fitted concentration of half-maximal effect; % is set by controls: 0 for no effect and ±100 for the full control effect
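Cytotoxicity counterscreen: CellTiter-Fluor fluorescence was measured in A549 ARE_Fluc cells after 18-24 h of compound exposure in a concentration series. The subsequent BugLite luminescent read reports ARE-luciferase activity.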
HepG2 tox – qHTS for Inhibitors of TGF-b: Cytotox Counterscreen | HepG2 CAGA-GFP viability, ATP luminescence, 18 h | Potency, µM (doses to about 46.1 µM), for the others: at the top dose activity change, negative = cytotoxicity, actives largely listed as cytotoxic | 410,000 tested, 0.76% active; note: potency is the fitted concentration of half-maximal effect; some results filed as inactive show a strong effect at the top dose
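CellTiter-Glo luminescence gave cytotoxicity after 18 hours at 37 degrees C. The cells were HepG2 CAGA-GFP in 1% FBS DMEM, stimulated with 500 pg/mL TGF-beta after compound addition. %Activity was normalised to no-cell wells (complete cell-killing) and DMSO (no toxicity), and curves were fitted and classified.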
ATXN2 expr inh – Primary qHTS for Inhibitors of ATXN expression. Potency, µM (titrated, usually from 57 µM), for inactives: at the top dose activity change, negative = inhibition, hits mostly inhibitors. 360,000 tested, 0.72% active. HEK-293 ATXN2-luciferase reporter, luminescence, 24 h. AID 1745845, 2022; note: potency is the fitted concentration of half-maximal effect; % is set by controls: 0 for no effect and ±100 for the full control effect; nearly all actives have a fitted effect of over 55% in size
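qHTS (up to 57 uM final) was run with 24 h compound exposure of reporter cells at 37 °C. Each well was multiplexed: SteadyGlo luminescence measured ATXN2-luciferase expression after a fluorogenic Gly-Phe-AFC viability readout (25 uM final).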
TGFb SMAD3 inh – qHTS for Inhibitors of TGF-b | HepG2 CAGA-GFP TGF-b/SMAD3 reporter, GFP fluorescence, 18 h; TGF-beta stimulated, 500 pg/mL final | Potency, µM (top dose mostly 46.1 µM), inactives show top-dose activity, negative = inhibition, hits mostly inhibitors | 410,000 tested, 1.2% active; note: potency is the fitted concentration of half-maximal effect; % is set by controls: 0 for no effect and ±100 for the full control effect; nearly all actives have a fitted effect of over 65% in size
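Smad-responsive CAGA-GFP expression was quantified in HEPG2 cells exposed to compounds and 500 pg/mL final TGF-beta for 18 h at 37 degrees C; unstimulated wells defined full inhibition.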
IL-2 act – qHTS of IL-2 Activators. IL-2 activation reporter assay, cell-based qHTS; stimulated with anti-CD3/CD4/CD28 beads; in transgenic mouse T cells. activation, % (series mostly up to about 46 µM). 360,000 tested, 0.065% active. AID 652025, 2013; in the data active = activation above about 50%; inconclusive = mostly about 30% to 49%; note: 0% is about no effect
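Using fluorescent plate cytometry, EGFP and DsRed are detected in transgenic mouse T cells stimulated 18 h at 37 degrees C with antibody-coated beads after 60 min compound pretreatment.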
EPAC2 agonist – qHTS for Agonist of cAMP-regulated guanine nucleotide exchange factor 4 (EPAC2): primary screen; 360,000 tested, 0.079% active; Rap guanine nucleotide exchange factor 4 (Homo sapiens), Q8WZA2; Potency, µM (series often up to 154 µM), for inactives: at the top dose activation, hits mostly activators; EPAC2 activation, biochemical qHTS; response scale: 100% = 6.5 mM cAMP response; note: potency is the fitted concentration of half-maximal effect; nearly all actives have a fitted effect of over 50% in size
Target sequence (Q8WZA2 whole entry, looked up): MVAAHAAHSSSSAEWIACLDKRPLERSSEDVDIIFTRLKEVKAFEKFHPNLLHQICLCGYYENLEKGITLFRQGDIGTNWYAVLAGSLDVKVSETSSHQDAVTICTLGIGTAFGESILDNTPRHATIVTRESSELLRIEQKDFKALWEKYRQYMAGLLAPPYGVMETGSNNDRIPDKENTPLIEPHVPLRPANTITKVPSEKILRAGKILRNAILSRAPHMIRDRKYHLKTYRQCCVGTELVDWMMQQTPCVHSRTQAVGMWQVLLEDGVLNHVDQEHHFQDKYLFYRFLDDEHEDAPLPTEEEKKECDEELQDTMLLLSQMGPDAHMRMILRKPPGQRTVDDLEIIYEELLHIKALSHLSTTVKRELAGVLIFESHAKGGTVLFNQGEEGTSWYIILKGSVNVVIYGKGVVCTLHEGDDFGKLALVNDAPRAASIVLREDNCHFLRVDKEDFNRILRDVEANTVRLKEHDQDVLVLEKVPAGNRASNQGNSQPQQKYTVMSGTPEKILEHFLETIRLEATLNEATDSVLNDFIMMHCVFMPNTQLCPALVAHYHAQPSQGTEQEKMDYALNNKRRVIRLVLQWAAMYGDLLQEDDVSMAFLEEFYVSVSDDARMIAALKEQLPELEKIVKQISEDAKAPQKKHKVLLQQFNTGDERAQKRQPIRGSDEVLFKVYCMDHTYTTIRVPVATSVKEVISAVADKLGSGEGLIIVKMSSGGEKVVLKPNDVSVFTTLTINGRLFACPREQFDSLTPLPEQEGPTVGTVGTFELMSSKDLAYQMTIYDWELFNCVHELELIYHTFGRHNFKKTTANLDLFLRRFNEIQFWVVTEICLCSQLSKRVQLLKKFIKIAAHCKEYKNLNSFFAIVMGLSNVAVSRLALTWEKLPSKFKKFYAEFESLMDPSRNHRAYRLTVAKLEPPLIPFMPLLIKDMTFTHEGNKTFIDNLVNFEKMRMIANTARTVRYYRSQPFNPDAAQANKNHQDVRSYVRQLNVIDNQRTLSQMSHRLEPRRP
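Readout is BODIPY fluorescence (480 nm excitation, 540 nm emission), which falls as labeled GDP is exchanged off Rap1B. EPAC2 at 100 nM acted on 250 nM RAP1B-BODIPY-GDP with 50 uM GDP present.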
Nrf2 ARE act – qHTS of Nrf2 Activators; AID 624171, 2012; 410,000 tested, 0.31% active; Potency, µM (highest dose often 46.1 µM), without a hit: at the top dose activation, actives largely listed as activators; AREc32 ARE-luciferase reporter (MCF7-derived line), luminescence, 24 h; note: potency is the fitted concentration of half-maximal effect; % of control where 0% means no effect; nearly all actives have a fitted effect of over 65% in size
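AREc32 cells carrying an ARE-driven firefly luciferase reporter were seeded at 1000 cells/well in OPTI-MEM with 5% FBS, then exposed to compound for 24 hr at 37 deg C. Luminescence was read with Steady-Glo after 30 min at RT.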
Active calls of the source: *; i = inactive; ? = inconclusive; nt = not tested or not shown; [ ] = remark or other dose. Unless noted, calls come from the whole dose curve; as a rule, active = well fitted curve in the direction sought with a large enough effect; inconclusive = small, poorly fitted or top-dose-only effect, or another doubt; inactive = no such curve, though single readings can be large; an effect the other way counts as inactive or inconclusive.

SMILES | ATXN viability | Nrf2 inh | A549 viability | HepG2 tox | ATXN2 expr inh | TGFb SMAD3 inh | IL-2 act | EPAC2 agonist | Nrf2 ARE act
C#CCOCCOCCOCCNc1nc(N2CCOCC2)nc(N2CCN(C(=O)[C@H](Cc3ccc(O)cc3)n3cc([C@@H](N)CC(C)C)nn3)CC2)n1 | i | -12.5% | -1.9% | 5.9% | 35.5% | -3.8% | -0.4 | 6.8% | 0.3%
CN1CCN(C2(CNC(=O)c3ccc(C(C)(C)C)cc3)CCCCC2)CC1 | nt | 6.2% | -17.1% | -34.2% | nt | 0.0% | nt | nt | 6.3%
CC(CC(=O)Nc1ccc(C(N)=O)cc1)c1ccccc1 (stereo not given) | i | -16.6% | 7.1% | -0.6% | 1.5% | -0.1% | -0.8 | 11.6% | 0.2%
COC(=O)c1ccc2c(=O)n(CC3CCCO3)c(SCC(=O)Nc3ccccc3OC)nc2c1 (stereo not given) | ? | 11.1% | 1.7% | 3.3% | 29.6% | 8.7% | 0.7 | 5.4% | -0.5%
CS(=O)(=O)N(CCc1ccccc1)CC(=O)Nc1ccc(OCc2ccccc2)cc1 | i | ? | -23.5% | -62.0% | ? | 0.0% | -0.6 | -3.3% | 1.9%
Nc1ccc2nc3n(c(=O)c2c1)CCC3 | i | ? | -0.1% | -6.8% | -6.1% | 2.1% | -0.8 | 2.0% | 0.1%
CC1(Cc2ccc(Cl)c(Cl)c2)C(=O)Nc2c(Cl)ccc(Cl)c21 (stereo not given) | ? | nt | nt | -100.1% | ? | ? | -0.5 | 1.6% | -0.9%
Cc1nn(CC(=O)NNC(=S)Nc2ccccc2)c(C)c1[N+](=O)[O-] | i | nt | 4.6% | 3.8% | 1.5% | 16.9% | 1.5 | 2.7% | -0.1%
O=C(COC(=O)/C=C/c1cccc(F)c1)NC(=O)NC1CCCC1 | i | -28.9% | 0.4% | -6.5% | -9.2% | 3.5% | -2.1 | -1.0% | -0.5%
COc1ccc(OCCCC(=O)OC(C)C(=O)Nc2cccc(C(C)=O)c2)cc1 (stereo not given) | i | -16.0% | 1.9% | 5.7% | 5.3% | 16.6% | -1.1 | 0.8% | 2.7%
Cc1cc(NC(=O)CSc2n[nH]c(=O)[nH]c2=O)ccc1Br | i | 0.3% | -2.9% | -28.2% | nt | 12.0% | 0.0 | 8.3% | -0.2%
COC(=O)c1ccccc1NC(=O)CN(C)S(=O)(=O)c1ccc(OC)c(C)c1 | i | ? | ? | -13.2% | -10.3% | 11.7% | -2.5 | 15.6% | 3.7%
Cc1ccc(S(=O)(=O)Nc2cc(C(=O)N3CCOCC3)ccc2N2CCCCC2)cc1 | i | -6.5% | -2.1% | -1.7% | -8.5% | -1.2% | -0.5 | -10.8% | 0.3%
COc1nc(N(C)C)nc(-n2nnc(C(C)=O)c2C)n1 | i | -10.9% | 9.5% | -0.8% | 4.4% | 6.5% | -1.8 | -0.3% | 0.3%
CCC(C(=O)NCCc1cc(OC)ccc1OC)n1nc(C)c2sc3ccccc3c2c1=O (stereo not given) | nt | ? | -11.4% | -12.1% | nt | 0.7% | nt | nt | -0.6%
Cc1ccc(-n2c3nc(=O)[nH]c(=O)c-3cc3c(Cl)cccc32)cc1 | i | ? | -4.5% | 7.4% | 7.3% | 8.2% | nt | nt | 0.9%
COC(CNS(=O)(=O)c1cc2c3c(c1)CCN3C(=O)CC2)OC | i | -4.0% | 6.2% | -2.4% | 11.0% | 6.6% | -2.8 | 1.2% | 0.4%
O=C(CCc1nc2sc3c(c2c(=O)[nH]1)CCCC3)N1CCN(c2ccccc2)CC1 | i | 3.1% | 1.4% | -9.4% | -4.3% | 8.8% | -0.3 | 4.9% | -0.4%
O=C(NCCC1=CCCCC1)C1CCN(C(=O)c2ccc(Cl)cc2)CC1 | i | ? | -4.1% | -20.3% | 19.6% | -22.6% | 3.5 | 0.6% | 4.0%
COc1ccc(CN(CCC#N)C(=S)NC(=O)c2ccccc2)cc1 | i | nt | -7.0% | -31.0% | -13.9% | -27.6% | 1.1 | -11.3% | 4.3%
CN(C)CCNC(=O)CNC(=S)N(CCCN1CCOCC1)Cc1cccs1 | i | 2.2% | 0.0% | -1.8% | 0.6% | -1.6% | -0.7 | 10.2% | 0.5%
CC1=C(C)CC(C(=O)c2ccc(C)cc2)C(C(=O)O)C1 (stereo not given) | i | -2.7% | -0.5% | -8.0% | -2.2% | 6.2% | 2.3 | -0.2% | -0.4%
CC(=O)N1CCC(N(CCN2CCOCC2)C(=S)Nc2ccc(C)c(C)c2)CC1 | i | ? | 6.3% | -2.7% | -2.8% | -8.4% | 1.0 | 12.7% | 0.5%
CC1=C(C(=O)Nc2ccccn2)C(c2ccc(N(C)C)cc2)n2ncnc2N1 (stereo not given) | i | 3.0% | -0.8% | -1.8% | 13.1% | 15.4% | 0.8 | 2.8% | -0.3%
Cc1ccc(C(=O)c2c(NC(=O)c3ccccc3C)sc(C)c2C)cc1 | i | 14.7% | -0.7% | -16.6% | -2.5% | 2.4% | 0.7 | 14.2% | -0.3%
CCc1noc(C)c1C(=O)NNC(=O)COc1cc(C)ccc1C | i | 8.0% | 2.6% | 11.3% | -6.4% | 6.9% | 0.0 | -1.5% | -0.5%
COc1ccc(-c2cc(C(=O)N(C)Cc3ccccc3)c3ccccc3n2)cc1 | i | -28.7% | -6.5% | -4.2% | -8.2% | 3.5% | -0.5 | 16.2% | 6.8%
O=C(CCc1ccccc1)Nc1cccnc1 | i | 23.0% | 0.7% | -3.0% | 23.0% | -0.3% | -1.6 | 11.3% | 1.9%
O=C(C[C@@H]1C[C@@H]2c3cc(NC(=O)C4CCC4)ccc3O[C@@H]2[C@@H](CO)O1)NCc1ccc(Cl)cc1 | i | nt | nt | -41.1% | -9.7% | 4.3% | -2.6 | 0.0% | -0.5%
CC(C)C(=O)Nc1nnc(SCC(=O)NC2CC2)s1 | i | 3.6% | -0.3% | -21.3% | -3.5% | 0.0% | 0.8 | 6.6% | 0.0%

Two entries from above, with two lines to a compound.
The line under a structure holds: ATXN viability, Nrf2 inh, A549 viability, HepG2 tox, ATXN2 expr inh, TGFb SMAD3 inh, IL-2 act, EPAC2 agonist, Nrf2 ARE act
CC1=C(C(=O)Nc2ccccn2)C(c2ccc(N(C)C)cc2)n2ncnc2N1 (stereo not given)
    i, 3.0%, -0.8%, -1.8%, 13.1%, 15.4%, 0.8, 2.8%, -0.3%
Cc1ccc(C(=O)c2c(NC(=O)c3ccccc3C)sc(C)c2C)cc1
    i, 14.7%, -0.7%, -16.6%, -2.5%, 2.4%, 0.7, 14.2%, -0.3%

Later entries
SMILES | ATXN viability | Nrf2 inh | A549 viability | HepG2 tox | ATXN2 expr inh | TGFb SMAD3 inh | IL-2 act | EPAC2 agonist | Nrf2 ARE act
CCOC(=O)c1c(C)[nH]c(C)c1C(=O)COC(=O)Cc1ccc(OC)c(OC)c1 | i | -10.3% | 3.1% | 2.1% | 2.7% | -6.9% | 0.9 | 6.8% | 1.8%
Cc1cccc(NS(=O)(=O)c2cccc(C(=O)NCCCN3CCCC3=O)c2)c1 | i | -17.5% | -1.0% | -11.1% | 2.1% | -0.3% | -4.0 | 1.0% | -0.1%
CCOC(=O)/C(C#N)=C(\O)c1ccc(NC(=O)c2ccc([N+](=O)[O-])cc2)cc1 | i | -14.5% | 2.9% | 3.9% | nt | 2.9% | -0.4 | -1.4% | -0.5%
CCOc1ccc(-n2c(N)c(-c3nc4ccccc4n3C)c3nc4ccccc4nc32)cc1 | i | 1.3% | 1.2% | -1.5% | 2.5% | -1.4% | 1.7 | 3.1% | 3.8%
Cc1ccc(S(C)(=O)=O)cc1C(=O)Nc1ccc(S(=O)(=O)Nc2nccs2)cc1 | i | -4.9% | -2.6% | 4.4% | -0.5% | 5.3% | -2.9 | 4.7% | -0.5%
Cc1ccc(Nc2nnc(SCc3cc(=O)n4cc(C)ccc4n3)s2)cc1 | i | 16.3% | -3.2% | -2.0% | 3.5% | -4.4% | -1.5 | -2.3% | 0.0%
O=C(CC(NCc1cccnc1)C(=O)O)Nc1ccc(F)cc1 (stereo not given) | nt | 4.2% | -2.5% | -1.6% | nt | 6.7% | nt | nt | 0.6%
CN(CC(=O)Nc1cccc(F)c1)C(=O)c1ccc(OCc2cn3ccccc3n2)cc1 | i | 1.9% | 4.5% | -9.4% | nt | -2.4% | 3.3 | 0.5% | 3.8%
Nc1c(C(=O)CSc2nnc(Cc3ccccc3)o2)c(=O)[nH]c(=O)n1C1CC1 | i | -0.8% | 2.6% | 5.5% | nt | -6.7% | 1.0 | 5.3% | -0.4%
CCn1cc[n+](C)c1P(c1ccccc1)c1ccccc1 | i | ? | -6.8% | -19.8% | -18.4% | -11.4% | -0.5 | 8.4% | -0.2%
COc1cccc(-c2cnc(C(O)c3ccc(F)c(F)c3)[nH]2)c1 (stereo not given) | i | nt | nt | -16.4% | 47.7%[activator] | -16.8% | 0.0 | 2.6% | 2.1%
COC(=O)c1ccc(-c2nc3cc(N)ccc3o2)cc1 | ? | ? | -9.0% | 13.3% | -22.1% | 11.4% | -0.1 | 4.4% | -0.8%
COc1ccc(NC(=O)CN(C)CC(=O)N2CCCCCC2)cc1 | i | 25.0% | 1.7% | 3.6% | -8.5% | -3.8% | -0.1 | 9.6% | 0.5%
CC(C)c1ccc(C(C(=O)NC2CCCC2)N(C(=O)CNC(=O)c2ccco2)c2cccnc2)cc1 (stereo not given) | i | nt | -2.4% | 4.6% | 18.8% | -15.5% | -0.3 | -2.5% | -0.8%

From PubChem BioAssay
